# Rac1 GTP hydrolysis: MgcRacGAP GTPase-activating activity inhibitors, confirmation, biochemical, ADP Hunter fluorescence | MgcRacGAP-stimulated Rac1 GTP hydrolysis, ADP Hunter fluorescence; higher % means a stronger effect; GST-tagged Rac1 F28L mutant substrate | 0.6% of 340,000 active | one-dose inhibition, % at 30 µM; IC50 in µM for titrated hits;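 active = first-screen hits whose inhibition reached a set limit at any dose in the follow-up dose series; inconclusive = inhibition above the set first-screen limit but never retested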;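 also: fluorescence reports GDP produced by GAP-driven GTP hydrolysis; strong numbers were not always called active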
# UTI89 phage lysis: protection from phage-mediated lysis, alamar blue read-out – E. coli UTI89, K1F phage, bacterial capsule biogenesis inhibitors (AID 488966); E. coli UTI89 K1F phage lysis, alamar blue, 2 h; higher % means a stronger effect; inhibition, % at 100 µM; hits with a dose series show IC50 in µM; 0.02% of 340,000 active;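 active = phage lysis inhibition, versus mean bacterial control, above a set limit; inconclusive = no clear call, values can overlap the other calls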;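 also: capsule biogenesis inhibitors block K1F phage lysis so surviving cells raise fluorescence; higher fluorescence means more inhibition of phage lysis; actives were called in the ten point dose series up to 300 µM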
# NTR1 ag: NTR1-driven beta-arrestin-GFP spot formation – imaging, U2OS cells, high content, primary screen (AID 493036) | 0.17% of 330,000 active | agonist mode | activation, % at 20 µM | P30989;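 active = activation at or above 40% of the spot to cytoplasm intensity ratio, with at least 20 cells analyzed; inconclusive = wells under 20 cells, flagged as cytotoxic or low count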;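 also: 0% = DMSO without peptide and 100% = 100 nM NTR1 peptide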
# Target sequence (P30989 whole entry, looked up): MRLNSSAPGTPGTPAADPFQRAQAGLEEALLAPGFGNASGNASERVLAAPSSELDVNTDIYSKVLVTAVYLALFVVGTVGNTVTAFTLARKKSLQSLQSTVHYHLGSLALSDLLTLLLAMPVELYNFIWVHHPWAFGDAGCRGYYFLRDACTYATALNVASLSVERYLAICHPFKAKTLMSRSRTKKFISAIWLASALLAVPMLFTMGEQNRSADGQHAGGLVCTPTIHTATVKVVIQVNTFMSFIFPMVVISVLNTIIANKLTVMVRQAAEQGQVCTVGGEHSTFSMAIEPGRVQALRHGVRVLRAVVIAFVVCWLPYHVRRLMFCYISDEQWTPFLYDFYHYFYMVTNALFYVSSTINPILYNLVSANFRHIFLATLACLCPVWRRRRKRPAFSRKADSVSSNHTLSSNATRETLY
# KOR beta-arrestin-1: kappa opioid receptor blockers – cell-based, luminescence, uHTS (AID 1778). KOR beta-arrestin recruitment, luminescence, antagonist mode; higher % means a stronger effect. one-dose inhibition, % at 10 µM; IC50 in µM for titrated hits. 0.091% of 290,000 active; in the data active = inhibition above about 50%; also: strong numbers were not always called active
# GPR35 antagonists: inhibition of zaprinast-stimulated GPR35 beta-arrestin translocation – imaging, U2OS, beta-arrestin-GFP, zaprinast agonist, primary screen (AID 2058); U2OS GPR35 beta-arrestin-GFP translocation imaging, zaprinast antagonism; higher % means a stronger effect; inhibition, % at 10 µM; hits with a dose series show IC50 in µM; 0.052% of 290,000 active;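 active = inhibition of at least 50% with at least 30 cells and total cytoplasm GFP at most 10,000,000; inconclusive = under 30 cells or total GFP of 10,000,000 plus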
# GPR55 LPI antagonism: inhibition of LPI-stimulated GPR55 beta-arrestin translocation – imaging, U2OS, beta-arrestin-GFP, LPI agonist, primary screen (AID 2013) | U2OS GPR55 beta-arrestin-GFP translocation imaging, LPI antagonism; higher % means a stronger effect | 0.13% of 290,000 active | inhibition, % at 10 µM; hits with a dose series show IC50 in µM;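 active = spots per cell inhibited over 60%, with over 100 cells counted and total cytoplasm intensity under 500,000; inconclusive = wells with under 100 cells, flagged as likely toxic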;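 also: U2OS cells stably carrying GPR55 and arrestin-GFP stimulated by 5 µM LPI near EC80; imaged beta-arrestin-GFP aggregate spots per cell after agonist stimulation; plate controls were LPI-stimulated DMSO wells for no effect and DMSO wells without LPI for full effect; some results filed as inactive read as strong as hits; confirmed hits need IC50 under 10 µM and bright autofluorescent wells are also inconclusive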
# GPR55 beta-arrestin: selective activators of receptor GPR55 – imaging, U2OS cells, beta-arrestin-GFP redistribution, primary screen (AID 1961) | U2OS GPR55 beta-arrestin-GFP redistribution imaging; higher % means a stronger effect | one-dose activation, % at 10 µM; EC50 in µM for titrated hits | 0.048% of 290,000 active;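 active = activation above 40% with more than 50 cells counted in the well; inconclusive = wells holding fewer than 50 cells, flagged as toxic or sparse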;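 also: U2OS osteosarcoma cells stably expressing GPR55 and beta-arrestin-GFP; plate controls were DMSO negative control for no effect and LPI positive control for full effect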
# NOD1 inhibition: inhibition of NOD1-driven NF-kB reporter – cell-based, luminescence, uHTS, primary screen (AID 1578); NOD1-driven NF-kB luciferase reporter cells, luminescence; higher % means a stronger effect; inhibition, % at 4 µM; hits with a dose series show EC50 in µM; 1% of 290,000 active; in the data active = inhibition mostly above about 36%, no sharp cut-off; inactive = mostly below about 34%;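 also: HEK-293T reporter cells stimulated with the NOD1 agonist gamma-tri-DAP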
# KOR beta-arrestin-2: kappa opioid receptor activators – cell-based, luminescence, uHTS, primary screen (AID 1777). KOR beta-arrestin recruitment, luminescence; higher % means a stronger effect. activation, % at 10 µM; hits with a dose series show EC50 in µM. 0.02% of 280,000 active; in the data active = activation above about 50%, passing the limit was not always enough; also: a part of the inactive calls stands beside numbers as strong as those of hits
# NTR1 ag cell count 20 µM: further read-out of NTR1 ag, marked with its call; cell count; measured here: cell count, cytotoxicity flag
# * = called active by the depositor; ? = inconclusive; · = no result given; [ ] = remark or other dose. A portion of the library; the hit share may differ from the screen's.
# Each structure is followed by: Rac1 GTP hydrolysis	UTI89 phage lysis	NTR1 ag	NTR1 ag cell count 20 µM	KOR beta-arrestin-1	GPR35 antagonists	GPR55 LPI antagonism	GPR55 beta-arrestin	NOD1 inhibition	KOR beta-arrestin-2
> Nc1nnnn1/N=C/c1cc([N+](=O)[O-])ccc1O
 : 8%	-0.1%	-0.1	45	32%	-8%	-11%	-0.2%	-6%	-1.3%
> COc1cc(N2CCCC2)c(OC)cc1/C=C(/C#N)c1ccc(Br)cc1
 : 10%	0.1%	-0.6	102	14%	1%	-4%	-0.1%	-21%	-6.9%
> Cc1ccc(/C=C2\SC(=S)N(/N=C/c3cc([N+](=O)[O-])ccc3O)C2=O)o1
 : ?	3.3%	-1.2	83	17%	-8%	4%	-0.4%	-20%	0.9%
> O=[N+]([O-])c1ccc(O)c(C=Nc2ccc3oc(Cc4ccc(Cl)cc4)nc3c2)c1
 : ·	·	-0.5	61	-8%	5%	8%	-0.2%	-29%	-3.2%
> CC(Oc1ccc(Cl)cc1Cl)C(=O)NCCN1CCOCC1 (stereo not drawn)
 : 2%	3.2%	1.0	48	-21%	31%	-4%	-0.2%	2%	-0.8%
> CC(=O)c1c(C)[nH]c(=S)c(C#N)c1-c1ccc(F)cc1
 : 18%	0.7%	-1.2	66	48%	5%	-2%	-0.3%	4%	0.7%
> COc1ccc(N(CC(=O)NCCSCc2ccc(C)cc2)S(=O)(=O)c2ccccc2)cc1
 : 6%	-1.5%[50 µM]	6.0	70	-17%	-2%	-1%	-0.1%	-10%	5.5%
> O=C(NCc1ccccc1)c1cnc(-c2ccccn2)nc1C(F)(F)F
 : 0%	1.2%	-2.5	68	2%	-4%	-10%	-0.1%	-13%	0.1%
> CC1(C(=O)NC2CCCC2)CCC(=O)N1Cc1ccc2c(c1)OCO2 (stereo not drawn)
 : -9%	4.7%	-0.7	58	-5%	12%	8%	0.3%	-12%	1.7%
> Cc1ccc(S(=O)(=O)N2CCCC2C(=O)N2CCCCCC2)cc1 (stereo not drawn)
 : 2%	-0.3%	-0.9	44	-1%	-5%	-13%	-0.2%	-5%	0.0%
> CCCNc1sc(S(=O)(=O)CCC)nc1S(=O)(=O)c1ccc(C)cc1
 : 4%	0.5%	4.6	40	-17%	-7%	-7%	0.5%	-20%	4.5%
> Nc1ccc(Sc2cnn(-c3ccccc3)c(=O)c2Cl)cc1
 : 7%	-0.6%	-1.5	36	-3%	17%	0%	-0.1%	-12%	-3.0%
> Cc1ccc(CN2CCC(c3cc(-c4cccs4)n[nH]3)CC2)cc1
 : 6%	-0.6%	3.0	32	1%	-1%	12%	0.4%	-35%	-6.3%
> COc1ccc(-c2noc(-c3cc4ccccc4oc3=O)n2)cc1
 : ·	·	-0.7	50	-3%	13%	-4%	0.7%	3%	11%
> Cn1nc(-c2ccc(Cl)cc2)c2cc(C(=O)N3CCOCC3)sc21
 : 15%	-5.9%	-2.6	61	-2%	-1%	4%	-0.2%	-20%	-11%
> Cc1ccc2c(c1)N(CC(=O)N1CCCCC1)C(=O)CO2
 : 6%	0.1%	-0.5	46	-1%	-26%	-3%	-0.2%	-12%	2.1%
> COc1cc2cc(C(=O)N3CCC(Cc4ccccc4)CC3)[nH]c2cc1OC
 : 7%	0.3%	2.9	104	-11%	8%	0%	0.0%	-7%	-2.1%
> Cc1ccnc(NC(=O)C2CCCN(c3ncnc4c3nc3n4CCCCC3)C2)c1 (stereo not drawn)
 : 4%	0.2%	6.1	64	4%	-28%	-11%	1.4%	30%	0.4%
> CNC(=O)c1csc(Cc2c(Cl)sc3ccc(Cl)cc23)n1
 : 8%	-1.1%	0.4	57	-13%	-16%	-6%	-0.2%	0%	9.5%
> CCOc1ccc(N(CC(=O)NCc2ccc(OC)cc2)S(=O)(=O)c2c(C)noc2C)cc1
 : 9%	0.4%	1.3	80	6%	5%	6%	-0.1%	39%	7.3%
> Cc1c(Cl)cccc1NC(=O)Cn1cc(C(F)(F)F)cc(Cl)c1=O
 : 14%	0.1%	-0.5	72	-15%[20 µM]	-11%	-7%	0.1%	-8%	-1.8%
> CCOC(=O)CCCNC(=O)COC(=O)/C=C/c1ccc2c(c1)OCO2
 : 11%	0.2%	0.2	39	-51%	-1%	5%	0.2%	-21%	-1.5%
> Cc1cc(C)cc(Oc2ccccc2C=O)c1
 : 11%	0.9%	6.8	37	-21%	13%	-9%	0.2%	-20%	-2.4%
> COCCCNC(=O)/C=C/c1ccc(Cl)cc1Cl
 : 8%	2.1%	-2.0	97	-29%	-10%	14%	0.3%	-14%	8.3%
> COc1ccc(/C(C)=N/Nc2ccc(C(=O)O)cc2)cc1OC
 : 0%	0.2%	1.9	48	·	-13%	3%	0.3%	-32%	0.3%
> Cc1ccc(S(=O)(=O)NCC(c2ccccc2)N2CCN(CCC#N)CC2)cc1 (stereo not drawn)
 : 0%	-0.6%	-1.7	82	6%	0%	15%	-0.3%	-6%	-2.5%
> COc1ccc(Nc2nc(N3CCN(S(=O)(=O)N(C)C)CC3)nc3ccccc23)cc1
 : 13%	-1.0%	2.0	55	-29%[20 µM]	-5%	1%	-0.1%	1%	-4.0%
> COc1ccc(/C=N/NC(=S)Nc2cc(C(F)(F)F)ccc2Cl)cc1
 : ·	·	1.1	47	-5%	-8%	1%	-0.1%	-3%	0.6%
> Cc1nn(Cc2ccc(C(=O)n3cccn3)o2)c(C)c1Br
 : 10%	-0.2%	0.4	84	31%	-3%	2%	-0.2%	-3%	2.9%
> Cc1ccc(N2C(=O)c3ccccc3C2C(=O)c2ccc(C)c(C)c2O)cc1 (stereo not drawn)
 : -23%	0.4%	2.4	54	-11%	-14%	0%	0.2%	-2%	2.3%

# In the list so far, 2 have a furan ring, fused or not:
# Each structure is followed by: Rac1 GTP hydrolysis	UTI89 phage lysis	NTR1 ag	NTR1 ag cell count 20 µM	KOR beta-arrestin-1	GPR35 antagonists	GPR55 LPI antagonism	GPR55 beta-arrestin	NOD1 inhibition	KOR beta-arrestin-2
> Cc1ccc(/C=C2\SC(=S)N(/N=C/c3cc([N+](=O)[O-])ccc3O)C2=O)o1
 : ?	3.3%	-1.2	83	17%	-8%	4%	-0.4%	-20%	0.9%
> Cc1nn(Cc2ccc(C(=O)n3cccn3)o2)c(C)c1Br
 : 10%	-0.2%	0.4	84	31%	-3%	2%	-0.2%	-3%	2.9%

# Additional results follow.
# Each structure is followed by: Rac1 GTP hydrolysis	UTI89 phage lysis	NTR1 ag	NTR1 ag cell count 20 µM	KOR beta-arrestin-1	GPR35 antagonists	GPR55 LPI antagonism	GPR55 beta-arrestin	NOD1 inhibition	KOR beta-arrestin-2
> CCOC(=O)c1ccc(NC(=O)N2CCN(c3ccccn3)CC2)cc1
 : 6%	0.1%	-2.3	74	-7%	-7%	7%	0.2%	-19%	-0.1%
> CNc1ccccc1C(=O)OC
 : -6%	3.6%	-1.4	85	-8%	-5%	-5%	0.0%	-5%	1.9%
> Cc1cc(-c2nnc(CCC(=O)NC(c3ccccc3)c3ccccc3)o2)no1
 : 4%	0.5%	-0.7	41	-2%	4%	8%	0.1%	-37%	1.7%
> Cc1ccc(-c2n[nH]c(Cc3ccccc3)n2)cc1
 : 12%	2.1%	-0.5	53	-39%	12%	-1%	-0.1%	-60%	2.0%
> CC(C)(C)C(=O)Nc1c(Cl)cccc1OC(F)(F)F
 : -2%	0.2%	-0.1	58	-6%	-2%	5%	-0.4%	-7%	-2.8%
> CCOC(=O)C1=C(c2ccccc2)O/C(=C(\C(=O)OC)C(F)(F)F)S1
 : -6%	0.5%	6.0	58	-1%	-13%	0%	-0.1%	10%	10%
> O=C(Cc1ccccc1)N1N=C(c2ccncc2)CC1(O)C(F)(F)F (stereo not drawn)
 : 12%	0.0%	2.3	50	24%	0%	4%	-0.1%	2%	0.1%
> OC(CC#CCN1CCOCC1)(c1ccccc1)c1ccccc1
 : 3%	0.0%	0.6	60	-54%[20 µM]	-9%	3%	-0.2%	-32%	1.3%
> COc1ccc(OC)c(CNCCNC(=O)c2ccco2)c1
 : ·	·	·	·	-9%	-7%	0%	0.3%	-2%	-5.4%
> CCOC(=O)CSc1nc(-c2ccccn2)ncc1OC
 : 7%	-1.3%	2.2	62	0%	-6%	1%	-0.6%	-37%	-2.0%
> CC(=O)Nc1ccccc1C(=O)N1CCN(Cc2ccccc2)CC1
 : -7%	-1.8%	0.4	45	41%	-14%	7%	0.0%	-5%	-3.0%
> CC(=O)N1CCC(N(CCCOC(C)C)C(=O)Nc2ccc(C)c(C)c2)CC1
 : -1%	8.8%	-0.2	78	-33%	6%	22%	-0.2%	-23%	1.1%
> COc1cccc(CN2CCCC(C(=O)Nc3ccc(-c4cscn4)cc3)C2)c1 (stereo not drawn)
 : 5%	0.6%	-0.8	39	-24%	-20%	-5%	-0.1%	-18%	4.4%
> COc1ccccc1N1CCN(CC(=O)c2c(C)[nH]c3ccccc23)CC1
 : 5%	2.0%[50 µM]	1.3	60	0%	11%	-7%	0.2%	-11%	-0.1%
> COC(=O)CN(c1cc(C(F)(F)F)ccc1Cl)S(C)(=O)=O
 : 0%	0.8%	-0.3	43	22%	6%	25%	-0.2%	-17%	-1.0%
> O=C(NC(=S)Nc1ccc(N2CCCCC2)cc1)c1cccs1
 : 5%	-2.4%	21	64	14%	-7%	0%	1.0%	-39%	0.0%
> CN(C)N=Nc1ccc(S(=O)(=O)NC(=O)Cc2ccccc2)cc1
 : 6%	0.3%	0.7	54	-18%[20 µM]	6%	4%	0.0%	-27%	11%
> Cc1ccc(/C=N/NC(=O)CSc2nc3ccccc3n2Cc2ccc(Cl)cc2)o1
 : 3%	2.3%	18	55	35%	-22%	9%	0.6%	-22%	-1.6%
> Cc1ccc(NC(=O)Cn2ncc3ccccc32)c(Cl)c1
 : -8%	0.0%	1.0	89	4%	-3%	9%	0.0%	9%	-5.7%
> CCOC(=O)c1ccc(NC(=O)CCn2nnc3ccccc32)cc1
 : 2%	-1.7%	-3.5	84	-29%	-2%	4%	0.0%	-20%	6.9%
> Cc1ccc(CN(C(=O)c2cc(=O)c3cc(C)cc(C)c3o2)C2CCS(=O)(=O)C2)cc1 (stereo not drawn)
 : ·	·	4.5	32	41%	-7%	-8%	-0.1%	0%	3.0%
> Cc1ccc(C)c(NC(=S)NNC(=O)c2csc3c2CCC(C)C3)c1 (stereo not drawn)
 : 10%	2.9%	2.3	64	25%	-9%	12%	-0.4%	0%	-4.3%

# Screens as filed in PubChem BioAssay.
